# HEK293 tox – cytotoxicity in counter-screen for GLP-1R inverse agonists; HEK293 cAMP-luciferase reporter cells, luminescence, 24 h; AID 624418; Potency, µM (doses to about 38.3 µM), without a hit: at the highest dose activity change, negative = inhibition, actives largely listed as inhibitors; actives 0.13% (n = 410,000);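 also: loss of luciferase light is scored as toxicity; potency is read from the fitted curve at half-maximal effect; % is scaled to controls: 0 for no effect and ±100 for the full control effect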
#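 1536-well qHTS counterscreen of the MLSMR; 200 cells/uL, 12 h pre-incubation, 23 nL cpd, 24 h at 37 deg C 5% CO2, luciferase detection reagent, 12 min RT, luminescence. Inhibition = undesired.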
# IL-2 act – activators of IL-2 | IL-2 activation reporter assay, cell-based qHTS; stimulated with anti-CD3/CD4/CD28 beads; in transgenic mouse T cells | activation, % (series mostly up to about 46 µM) | actives 0.065% (n = 360,000) | AID 652025; in the data active = activation above about 50%; inconclusive = mostly about 30% to 49%; also: 0% is about no effect
#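 Quantitative HTS in unstimulated transgenic mouse T cells, with memory T cells as non-tolerant control and PMA/ionomycin as tolerance-bypass control. Compound pretreatment lasted 60 minutes before 18 h bead stimulation; EGFP/DsRed fluorescence read.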
# EPAC1 antag – EPAC1 (human) antagonism; EPAC1 GEF assay, Rap1b-BODIPY-GDP exchange fluorescence; Potency, µM (highest dose often 115 µM), for inactives: top-dose activity change, negative = inhibition, actives largely listed as inhibitors; actives 0.14% (n = 360,000); AID 720709;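 also: potency is read from the fitted curve at half-maximal effect; plate controls were vehicle for no effect and positive control for full effect; nearly all actives have a fitted effect of over 50% in size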
# PLK1 PBD block – PLK1 (human) polo-box domain binding inhibition; Potency, µM, without a hit: max response, negative = inhibition, most hits filed as inhibitors; P53350; Plk1 PBD binding of FITC phosphopeptide, fluorescence polarization; actives 2.8% (n = 360,000); also: potency is read from the fitted curve at half-maximal effect; series mostly up to about 57 µM; % is scaled to controls: 0 for no effect and ±100 for the full control effect; nearly all actives have a fitted effect of over 65% in size
# EPAC1 agonist – agonists of human EPAC1 | O95398 | EPAC1 agonist qHTS, biochemical assay; response scale: 100% = response to 6.5 mM cAMP | Potency, µM (titrated, usually from 154 µM), for inactives: at the highest dose activation, usual class: activators | actives 0.073% (n = 360,000); also: potency is read from the fitted curve at half-maximal effect; nearly all actives have a fitted effect of over 60% in size
#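 Nucleotide exchange assay: 100 nM EPAC1 with 250 nM Rap1B loaded with BODIPY-GDP and 50 uM GDP, room temperature. Fluorescence (480/540 nm) read every 5 min for 30 min; signal change normalized to 6.5 mM cAMP as full agonist.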
# PTHR1 ag – activates the human parathyroid hormone receptor PTHR1; Potency, µM (doses to about 115 µM), without a hit: top-dose activation, most hits filed as activators; HEK293 GP2 PTHR1 cells, GloSensor cAMP luminescence, 1 h; actives 0.075% (n = 410,000); also: potency is read from the fitted curve at half-maximal effect; nearly all actives have a fitted effect of over 55% in size; some results filed as inactive show a strong effect at the top dose; inactives centre near -15; many of its hits are not listed in these tables
#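 HEK-293-derived GP2 cells expressing PTHR1 and a GloSensor cAMP reporter, 3,000/well, plated overnight, given luciferin plus IBMX (each 0.5 mM as added) for 1 h at 37 °C, then compound for 1 h at 37 °C. Luminescence was read after 15 min at room temperature.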
# GLP1R ag – activates the human GLP-1 receptor. HEK293 GLP-1R CRE-luciferase, luminescence, 4-6 h; cells express a hypersensitive GLP-1R form. actives 0.007% (n = 380,000). Potency, µM (highest dose often 45.6 µM), for the others: at the highest dose activation, most hits filed as activators; also: potency is read from the fitted curve at half-maximal effect; % of control where 0% means no effect
# Target sequence (P43220 whole entry, looked up): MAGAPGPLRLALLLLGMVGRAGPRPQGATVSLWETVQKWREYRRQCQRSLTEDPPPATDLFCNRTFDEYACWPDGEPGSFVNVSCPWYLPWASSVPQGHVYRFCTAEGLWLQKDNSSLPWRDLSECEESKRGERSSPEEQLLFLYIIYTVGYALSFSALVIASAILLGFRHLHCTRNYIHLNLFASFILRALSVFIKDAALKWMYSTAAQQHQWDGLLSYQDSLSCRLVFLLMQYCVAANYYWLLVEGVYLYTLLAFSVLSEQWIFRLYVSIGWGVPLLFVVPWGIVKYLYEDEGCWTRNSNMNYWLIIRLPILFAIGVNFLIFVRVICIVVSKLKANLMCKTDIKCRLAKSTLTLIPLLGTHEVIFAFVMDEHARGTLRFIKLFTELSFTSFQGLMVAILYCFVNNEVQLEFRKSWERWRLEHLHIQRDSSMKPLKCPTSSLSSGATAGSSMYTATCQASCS
# PI5P4Ka inh – PI5P4K alpha (human) kinase inhibition; P48426; PI5P4Kalpha enzyme, ADP-Glo luminescence, 60 min; hits give low values; max response, %; actives 1.2% (n = 330,000); AID 652105; active = max response of -50% or lower; inconclusive = between -30% and -50%; inactive = -30% or higher; also: value at the top dose of about 77 µM; % is scaled to controls: 0 for no effect and ±100 for the full control effect
# Target sequence (P48426 whole entry, looked up): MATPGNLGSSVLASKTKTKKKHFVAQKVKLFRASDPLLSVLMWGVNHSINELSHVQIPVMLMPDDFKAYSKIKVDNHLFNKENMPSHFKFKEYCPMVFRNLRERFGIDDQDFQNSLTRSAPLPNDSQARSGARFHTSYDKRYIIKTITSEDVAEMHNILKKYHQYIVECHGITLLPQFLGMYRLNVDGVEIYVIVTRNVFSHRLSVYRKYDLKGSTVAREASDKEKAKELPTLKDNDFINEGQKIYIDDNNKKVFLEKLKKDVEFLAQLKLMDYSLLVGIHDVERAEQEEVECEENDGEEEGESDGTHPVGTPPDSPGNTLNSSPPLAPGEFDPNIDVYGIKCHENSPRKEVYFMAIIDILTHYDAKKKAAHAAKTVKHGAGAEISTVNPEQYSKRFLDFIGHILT
#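 Quantitative HTS of the MLSMR library against PI5P4Kalpha with substrate. ATP added last at 5 microM final; room temperature, 60 minutes. Remaining ATP depleted, ADP converted and read as luminescence.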
# GLP-1R inv ag – GLP-1 receptor (human) inverse agonism; P43220; HEK293 GLP-1R CRE-luciferase, luminescence, 24 h; GLP-1R form is constitutively active; Potency, µM (titrated, usually from 38.3 µM), for inactives: at the top dose activity change, negative = inhibition, hits mostly inhibitors; actives 1.6% (n = 410,000); also: potency is read from the fitted curve at half-maximal effect; % is scaled to controls: 0 for no effect and ±100 for the full control effect; nearly all actives have a fitted effect of over 55% in size
#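 qHTS in 1536-well format: reporter HEK293 cells expressing constitutive GLP-1R activity in DMEM + 10% Nu serum, 24 hr with compounds at 37 deg C, luminescence read after 12 min with detection reagent.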
# * marks the source's active call; other numbers are inactive results; i = inactive; ? = inconclusive; . = not tested or not shown; & = joins results of further samples; [ ] = dose if it differs, or a comment. Unless noted, calls follow the shape of the dose curve; as a rule, active = well fitted curve in the direction sought with a large enough effect; inconclusive = small, poorly fitted or top-dose-only effect, or another doubt; inactive = no such curve, though single readings can be large; an effect the other way counts as inactive or inconclusive. Some of the compounds tested. The share of hits here may be higher or lower than overall.
# Short forms – A = HEK293 tox; B = IL-2 act; C = EPAC1 antag; D = PLK1 PBD block; E = EPAC1 agonist; F = PTHR1 ag; G = GLP1R ag; H = PI5P4Ka inh; I = GLP-1R inv ag
smiles: O=S(=O)(NC1CCCCC1N1CCC(O)CC1)c1ccc(Cl)cc1 (stereo not given)
  A: 0.5%; B: -0.6; C: 0.3%; D: -6.5%; E: 9.7%; F: i; G: -0.5%; H: -2.0; I: -19.6%
smiles: O=C(CO/N=C/c1ccccc1OC(F)F)N1CCc2ccccc21
  A: 1.5%; B: 1.7; C: 21.8%; D: 0.0%; E: 1.3%; F: i; G: 6.6%; H: -7.4; I: 21.4%
smiles: COc1cc(NC(=O)C2CCC(CNc3c(N4CCCCC4)c(=O)c3=O)CC2)cc(OC)c1 (stereo not given)
  A: 2.3%; B: 1.7; C: -1.4%; D: 4.2%; E: 7.9%; F: 4.3%; G: -1.6%; H: -3.4; I: 7.9%
smiles: CCS(=O)(=O)c1nc(S(=O)(=O)c2ccc(C)cc2)c(N2CCC3(CC2)OCCO3)s1
  A: -15.0%; B: -0.8; C: 8.0%; D: -18.5%; E: 0.8%; F: -9.5%; G: -2.6%; H: 3.0; I: -17.3%
smiles: Cc1ccc(C(=O)N/C(=C\c2cccs2)C(=O)NCCc2c[nH]c3ccccc23)cc1
  A: -26.2%; B: -2.3; C: -8.9%; D: 4.8%; E: 9.0%; F: i; G: -1.7%; H: 2.2; I: ?
smiles: COc1ccc(C(=O)/C=C/N(C)C)cc1OC
  A: -5.6%; B: 3.0; C: 0.8%; D: -2.4%; E: 2.7%; F: i; G: 1.3%; H: 0.6; I: -0.4%
smiles: COc1cc2c(cc1N)-c1ccc(N)cc1C2=O
  A: -16.8%; B: -0.5; C: 10.3%; D: 0.1%; E: 2.6%; F: -16.9%; G: 17.0%; H: ?; I: 94.1%[activator]
smiles: Cc1ccccc1OCC(=O)NNC(=O)c1ccc(-c2ccccc2)cc1
  A: 4.2%; B: -0.6; C: -0.7%; D: -13.0%; E: 4.2%; F: i; G: -13.1%; H: .; I: 76.9%[activator]
smiles: CN(CC(=O)NCCCN1CCOCC1)S(=O)(=O)c1ccc(Cl)cc1
  A: -22.3%; B: -0.4; C: 1.0%; D: 16.1%; E: -0.6%; F: -42.8%[inhibitor]; G: -2.3%; H: -6.9; I: -29.4%
smiles: Cc1ccccc1-c1ccccc1N
  A: 16.8%; B: 1.8; C: -15.5%; D: 10.9%; E: -5.1%; F: -21.5%; G: -0.7%; H: 4.9; I: 22.3%
smiles: Cc1ccc(-c2nn(-c3ccccc3)cc2/C=N/NS(=O)(=O)c2ccccc2)cc1
  A: -18.3%; B: 0.7; C: -0.3%; D: -13.4%; E: 24.4%; F: i; G: 9.5%; H: .; I: -1.8%
smiles: O=C(NCc1ccccc1)C1(C(F)(F)F)C/C(=C\CCO)CCCO1 (stereo not given)
  A: -1.1%; B: 0.4; C: -4.3%; D: 4.4%; E: -2.0%; F: -18.4%; G: -0.1%; H: 1.1; I: 3.3%
smiles: CCCn1c(N)c(C(=O)COc2ccc(Br)cc2F)c(=O)n(C)c1=O
  A: -10.4%; B: -0.1; C: -10.4%; D: 8.5%; E: 12.4%; F: -35.5%[inhibitor]; G: -4.5%; H: -2.0; I: ?
smiles: Cc1ccc2c(CN(C)Cc3ccc(Cl)cc3Cl)cc(=O)oc2c1
  A: -1.9%; B: -0.8; C: -19.7%; D: 0.6%; E: -6.0%; F: -63.0%[inhibitor]; G: 0.6%; H: 1.2; I: 11.2µM*
smiles: CSc1ncnc2c1ncn2CCCN1CCN(c2ccccn2)CC1
  A: -1.2%; B: -0.9; C: -26.3%; D: -11.3%; E: -1.4%; F: -17.1%; G: 4.1%; H: 0.8; I: -1.7%
smiles: Cc1ccc(NC(=O)CSCC(=O)Nc2ccc(S(=O)(=O)N3CCCC3)cc2)cc1
  A: 1.3%; B: -4.0; C: ?; D: -1.3%; E: 4.0%; F: -12.8%; G: -1.7%; H: -5.3; I: ?
smiles: COc1ccc(NC(=S)N2CCN(Cc3ccccc3)CC2)c(OC)c1
  A: 1.3%; B: 4.1; C: 19.6%; D: -20.4%; E: 13.9%; F: 7.7%; G: 5.2%; H: -1.4; I: -16.5%
smiles: COc1ccc([C@@H]2CC=C(C(=O)O)[C@H](c3ccccc3)N2S(=O)(=O)c2ccccc2C)cc1
  A: -10.6%; B: 0.4; C: -0.8%; D: -6.1%; E: 3.0%; F: -24.5%; G: 5.5%; H: -3.6; I: -35.8%
smiles: N#Cc1ccc(-c2cccc3nccn23)cc1
  A: 8.3%; B: -0.6; C: -1.6%; D: 6.9%; E: -8.8%; F: -20.3%; G: 10.9%; H: -0.5; I: 13.7%
smiles: CCOC(=O)c1cnc2ccc(C)cc2c1Sc1ccccc1
  A: -14.3%; B: -4.3; C: -7.9%; D: -9.1%; E: 4.0%; F: -35.4%[inhibitor]; G: 0.6%; H: 6.4; I: ?
smiles: Cc1onc(-c2ccccc2)c1C(=O)Nc1ccccc1N1CCOCC1
  A: -11.3%; B: -1.2; C: -0.2%; D: 0.0%; E: -1.6%; F: i; G: -2.0%; H: 0.2; I: 0.0%
smiles: O=C(O)CCCN1C(=O)C(=O)/C(=C(/O)c2ccccc2)C1/C=C/c1ccccc1 (stereo not given)
  A: -0.6%; B: -1.4; C: 14.1%; D: 13.4µM*; E: -0.4%; F: i; G: -0.6%; H: ?; I: 6.3%
smiles: CC(C)C[C@@H](CN1C(N)=NC[C@@H]1C)NC(=O)CC12CC3CC(CC(C3)C1)C2
  A: 0.0%; B: -1.0; C: 1.9%; D: 1.5%; E: -17.7%; F: i; G: 2.7%; H: -1.7; I: 3.0%
smiles: COc1ccc(C(=O)Nc2nc3ccccc3[nH]2)cc1OC
  A: 2.7%; B: -1.1; C: 0.1%; D: -2.6%; E: 0.0%; F: i; G: 4.0%; H: .; I: 13.3%
smiles: Cn1c(N)c(C(=O)COC(=O)COc2ccc(Cl)cc2Cl)c(=O)n(C)c1=O
  A: 10.5%; B: 0.4; C: -2.3%; D: 3.9%; E: 0.2%; F: i; G: -7.9%; H: -0.5; I: 4.6%
smiles: COc1ccc(S(=O)(=O)NC2CC2)cc1Br
  A: 4.0%; B: 0.9; C: 23.2%; D: 4.5%; E: -9.5%; F: -23.1%; G: 3.7%; H: 21.6; I: 1.4%
smiles: C#CC(=O)CC1(CN(Cc2ccccc2)C(=O)OC(C)(C)C)CCCCC1
  A: -7.8%; B: -0.9; C: ?; D: 11.9µM*; E: 1.4%; F: -55.9%[inhibitor]; G: -2.8%; H: ?; I: -11.5%
smiles: O=C(CSc1nc2cc3ccccc3cc2[nH]1)Nc1ccc(F)cc1
  A: 9.1%&5.0%; B: 0.7; C: -13.2%; D: -18.4%; E: 9.7%; F: -9.7%; G: ?; H: .; I: ?
smiles: CCCCCn1c(CNC(=O)COC)nc2ccccc21
  A: -15.3%; B: -1.3; C: -3.6%; D: -19.4%; E: 0.5%; F: i; G: 5.0%; H: 0.4; I: -15.3%
smiles: Cc1cc(N2CCN(C)CC2)nc2ccc(NC(=O)c3ccc(Br)o3)cc12
  A: ?; B: -0.5; C: -10.1%; D: -7.5%; E: 0.0%; F: -4.7%[57.5 µM]; G: 8.1%; H: -2.1; I: ?
smiles: CCOC(=O)/C=C1\SCC(=O)N1CC(=O)NC(C)C
  A: 2.9%; B: 1.7; C: -0.4%; D: -10.4%; E: -1.1%; F: 6.7%; G: 0.3%; H: -3.2; I: 15.8%
smiles: COc1ccc(CNS(=O)(=O)CCNC(=O)c2ccc3c(c2)OCO3)cc1
  A: -1.3%; B: -2.6; C: -15.5%; D: -10.1%; E: 9.6%; F: i; G: 17.9%; H: 2.0; I: -19.7%
smiles: CCOC(=O)[C@@H]1CCN(Cc2ccccc2)C[C@H]1c1ccccc1
  A: 0.3%; B: 4.0; C: 9.0%; D: -2.3%; E: -1.5%; F: i; G: -0.5%; H: -4.4; I: ?
smiles: CC(=O)c1ccc(COC(=O)c2cc3ccccc3oc2=O)cc1
  A: 7.7%; B: -0.7; C: -10.5%; D: 2.0%; E: 9.6%; F: -21.2%; G: 23.1%; H: -0.7; I: 0.8%
smiles: CCN(CC)C(=O)CSc1nc(O)cc(=O)n1CC
  A: -18.0%; B: -1.2; C: 7.6%; D: 0.9%; E: -7.9%; F: i; G: -8.3%; H: .; I: 0.0%
smiles: COc1ccc(NC(=S)Nc2cnc3ccccc3c2)c(OC)c1
  A: 7.8%; B: 0.2; C: -8.4%; D: -3.1%; E: -1.9%; F: i; G: 2.3%; H: 4.1; I: 26.9%

# Single records, from the list above. Order of screens: HEK293 tox | IL-2 act | EPAC1 antag | PLK1 PBD block | EPAC1 agonist | PTHR1 ag | GLP1R ag | PI5P4Ka inh | GLP-1R inv ag
# CCOC(=O)[C@@H]1CCN(Cc2ccccc2)C[C@H]1c1ccccc1 is entered as 0.3% | 4.0 | 9.0% | -2.3% | -1.5% | i | -0.5% | -4.4 | ?
# CCOC(=O)/C=C1\SCC(=O)N1CC(=O)NC(C)C is entered as 2.9% | 1.7 | -0.4% | -10.4% | -1.1% | 6.7% | 0.3% | -3.2 | 15.8%
# COc1ccc(NC(=S)Nc2cnc3ccccc3c2)c(OC)c1 is entered as 7.8% | 0.2 | -8.4% | -3.1% | -1.9% | i | 2.3% | 4.1 | 26.9%
# CCN(CC)C(=O)CSc1nc(O)cc(=O)n1CC is entered as -18.0% | -1.2 | 7.6% | 0.9% | -7.9% | i | -8.3% | . | 0.0%
